hcDAF12 agonist – activates DAF-12 receptor from parasite H. contortus; HEK293 hcDAF-12 lit1-tk-luc reporter, luminescence; 0% DMSO, 100% Δ7-dafachronic acid; activation, % at 6.8 µM; 1.4% of 370,000 active;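 active means activation above the mean of all tested compounds plus 3 SD, cut at about 5.5% in these data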;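 further: 100% = response to 3 µM Δ7-dafachronic acid high control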
proKLK7 act – proKLK7 (human) activation, primary screen | P49862 | purified proKLK7, EDANS-DABCYL substrate fluorescence; 100% is mature enzyme control, 0% vehicle | activation, % at 7 µM | 0.9% of 370,000 active;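 active means activation above the mean of all tested compounds plus 3 SD, computed per campaign excluding outliers beyond control limits, cut at about 13% in these data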
SMARCA2 act – SMARCA2 function activation, primary screen | MG213 cells, MMTV-luciferase reporter, dexamethasone, overnight | activation, % at 9.1 µM | 1% of 370,000 active; in the data active means activation above about 7.8%;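 further: 0% = vehicle wells and 100% = reference activator wells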
GC-A act – GC-A (human) enzyme activation; HEK293 GC-A cells, cGMP TR-FRET, EC30 ANP; 0% at EC30 ANP, 100% saturating ANP; activation, % at 10 µM; 0.14% of 370,000 active; AID 1671463; in the data active means activation above about 40%
DAX1 inh-1 – NR0B1 (DAX1) inhibition; P51843; HEK293 Gal4-DAX1 luciferase reporter, luminescence; inhibition, % at 6.75 µM; 0.99% of 340,000 active; AID 504766;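 active means inhibition above the mean over all tested compounds plus 3 SD, cut at about 4.2% in these data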;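 further: 0% = DAX1-transfected cells with DMSO and 100% = empty-vector control cells with DMSO; inhibition shows as a rise in luminescence from relieved DAX1 repression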
FXN GAA850 act – activators of GAA850 frataxin (FXN) promoter | HEK293 lucGAA850 FXN promoter luciferase reporter, 24 h; percent of 10 µM SAHA response | activation, % at 6 µM | 0.56% of 360,000 active | AID 540364;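 active means activation above the average of all compounds screened plus 3 SD, cutoff fixed separately per campaign, cut at about 7.5% in these data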;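 further: 0% = DMSO wells and 100% = 10 µM SAHA wells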
ssDAF-12 act – activates DAF-12 receptor from parasite S. stercoralis; HEK293 ssDAF-12/GRIP1 lit1-tk-luc reporter, luminescence; % of 3 µM dafachronic acid response; activation, % at 6.8 µM; 1% of 370,000 active;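 active means activation above the mean over all tested compounds plus 3 SD, cut at about 0.9% in these data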;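 further: 0% = DMSO-only wells and 100% = 3 µM delta7-dafachronic acid wells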
GC-B act – GC-B (human) receptor activation; activation, % at 10 µM; HEK293-GC-B cells, CNP EC30, cGMP TR-FRET; 0% at EC30 CNP, 100% saturating CNP; P20594; 0.11% of 370,000 active;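 active means activation at 10 µM reaching about 35% in either raw or pattern-adjusted values, limit read from the data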
Target sequence (P20594 whole entry, looked up): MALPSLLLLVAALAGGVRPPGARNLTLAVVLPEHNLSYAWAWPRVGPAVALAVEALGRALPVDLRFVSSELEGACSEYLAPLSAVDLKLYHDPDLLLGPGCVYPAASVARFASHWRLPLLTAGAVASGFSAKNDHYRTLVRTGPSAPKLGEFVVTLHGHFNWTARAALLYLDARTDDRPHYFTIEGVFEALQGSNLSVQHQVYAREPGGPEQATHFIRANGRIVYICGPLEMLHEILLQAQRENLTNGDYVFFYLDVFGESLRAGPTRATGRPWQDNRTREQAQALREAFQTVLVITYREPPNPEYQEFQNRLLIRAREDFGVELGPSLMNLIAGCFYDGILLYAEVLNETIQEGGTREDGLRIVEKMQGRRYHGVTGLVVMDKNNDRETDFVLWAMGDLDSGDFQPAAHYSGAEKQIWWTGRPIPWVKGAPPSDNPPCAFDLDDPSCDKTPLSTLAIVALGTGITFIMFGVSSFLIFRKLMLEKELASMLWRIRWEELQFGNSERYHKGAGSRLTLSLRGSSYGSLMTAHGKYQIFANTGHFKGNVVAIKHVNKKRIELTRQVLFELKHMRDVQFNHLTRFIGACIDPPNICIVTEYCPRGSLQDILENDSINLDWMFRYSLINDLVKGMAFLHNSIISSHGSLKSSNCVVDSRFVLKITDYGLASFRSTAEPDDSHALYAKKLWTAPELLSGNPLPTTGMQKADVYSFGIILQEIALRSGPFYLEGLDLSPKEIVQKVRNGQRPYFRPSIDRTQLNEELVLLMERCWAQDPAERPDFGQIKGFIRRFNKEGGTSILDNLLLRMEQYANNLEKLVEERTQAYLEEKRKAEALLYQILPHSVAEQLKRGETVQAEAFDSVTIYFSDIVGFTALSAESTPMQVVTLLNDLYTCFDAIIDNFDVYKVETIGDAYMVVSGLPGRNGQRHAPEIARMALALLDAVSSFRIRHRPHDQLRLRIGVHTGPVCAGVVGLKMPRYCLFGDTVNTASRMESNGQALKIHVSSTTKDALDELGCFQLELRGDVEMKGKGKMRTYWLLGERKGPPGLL
sPLA2-III inh – Inhibits HGIII-sPLA2 liposome hydrolysis, primary screen. QFRET BODIPY PC-A2 liposome hydrolysis, fluorescence. inhibition, % at 12.2 µM. Q9NZ20. 0.56% of 370,000 active;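 active means inhibition above mean plus 3 SD of compounds lying within the high and low control bounds, cut at about 19% in these data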;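 further: 0% = median of test compound wells and 100% = no enzyme DMSO wells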
DAX1 inh-2 – inhibitors of DAX1 repression of SF-1 activated StAR promoter. AID 652010. inhibition, % at 6.8 µM. 1.1% of 370,000 active. HEK293T StAR-luciferase reporter, SF-1/DAX-1 repression relief;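 active means inhibition above the mean over all tested compounds plus 3 SD, cut at about 3.6% in these data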;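 further: 0% = DAX-1 cells with DMSO and 100% = cells lacking DAX-1 with DMSO; higher inhibition means more luminescence from relief of DAX-1 repression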
hgDAF12 agonist – hgDAF-12 agonism, primary luciferase screen; HEK293 GAL4-hgDAF12 UAS-luciferase reporter, agonist luminescence; normalized to butyrate control; 1.8% of 370,000 active; activation, % at 6.8 µM; AID 687014;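 active means activation above a cutoff set at the mean of all screened compounds plus 3 SD, cut at about 10% in these data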;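 further: 0% = DMSO wells and 100% = sodium butyrate wells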
Numbers without * were called inactive; . = no result given.

SMILES	hcDAF12 agonist	proKLK7 act	SMARCA2 act	GC-A act	DAX1 inh-1	FXN GAA850 act	ssDAF-12 act	GC-B act	sPLA2-III inh	DAX1 inh-2	hgDAF12 agonist
Cc1ccc(NC(=O)CCc2c(C)nn(-c3ccc(N4CCOCC4)nn3)c2C)cc1C	0.1	0.2	-1.3	-2.5	0.8	0.2	-0.8	-1.1	-1.0	0.1	2.7
CCOc1ccc(NC(=O)Nc2cccc(C)n2)cc1	1.5	-0.2	3.2	-0.5	0.6	5.3	-0.7	-1.3	-3.9	0.0	4.3
COc1ccc(Cn2nnnc2C(C(C)C)N2CCc3ccccc32)cc1 (stereo unspecified)	-1.5	0.3	-1.4	-5.9	0.4	1.7	-1.6	-2.0	-5.0	0.0	-2.3
Nc1cccc(-n2nncc2-c2ccccc2)c1	-1.7	0.0	-1.5	0.4	1.2	-1.4	-1.4	-1.3	6.2	-0.1	-0.9
COc1ccc(NC(=O)CN2CCN(c3c(C)cccc3C)CC2)cc1	-0.7	0.5	-3.3	0.7	0.7	0.3	-1.5	0.9	9.8	0.0	-3.0
O=S(=O)(c1ccccc1)c1nc(-c2ccc(F)cc2)oc1N1CCOCC1	-0.1	0.0	-1.4	-3.0	-0.9	2.0	-1.2	-6.1	4.4	0.3	-1.0
Cc1ccc(C)c(N2N=C(C(=O)OCc3nnc(-c4ccccc4Br)o3)CCC2=O)c1	-1.8	0.2	-1.2	-1.2	2.5	-0.7	-1.2	1.3	5.7	0.7	-1.7
O=C1Nc2ccccc2-c2nnnn2C1N1CCCCC1 (stereo unspecified)	1.2	-1.1	-3.7	2.1	.	.	-0.3	0.5	7.1	-0.2	-2.8
CC1(C)Cc2ccccc2-c2nnc(-c3cccnc3)n21	3.8	1.0	-1.4	-2.4	2.0	1.3	-0.7	1.0	-3.7	0.0	-1.0
Cc1onc(-c2c(F)cccc2Cl)c1C(=O)Nc1cccc(S(=O)(=O)N2CCCCC2)c1	-2.4	0.2	-3.0	-2.6	.	.	-1.0	11.5	-13.8	-2.6	-0.8
O=C(CCN1C(=O)S/C(=C\c2ccccc2)C1=O)N1CCCCC1	0.2	-0.1	3.0	-2.0	-0.8	1.8	-0.2	-4.4	-2.2	-0.2	-0.3
CC(=O)Nc1cc2c3c(cccc3c1)-c1ccccc1-2	1.6	89.1*	0.4	11.8	0.6	4.0	0.1	0.3	-5.2	0.9	11.3*
Cc1cccc(NC(=S)NNC(=O)c2csc(C(C)C)c2)c1	2.0	0.6	-0.5	0.7	2.9	4.2	-1.0	1.6	8.2	1.2	8.0
Cc1c(C(=O)NNC(=O)c2ccccc2O)oc2ccccc12	5.8*	0.1	-1.8	-1.3	-0.8	-1.1	0.6	8.9	11.9	2.2	6.8
Cc1ccc(NC(=O)c2cc3ccccc3o2)cc1Cl	8.8*	-1.3	2.0	3.1	6.8*	2.7	0.0	-3.1	-11.2	3.1	13.1*
O=C(c1cccs1)N(C(=O)c1cccs1)c1ccc(Br)cn1	2.8	-0.2	3.9	-4.3	1.6	2.2	0.0	0.3	5.3	1.5	9.8
COc1cc(NC(=O)C/C(C)=N/NC(=O)Cc2ccc(Cl)cc2)c(OC)cc1Cl	-2.0	0.1	-2.9	-5.5	-0.2	1.9	-0.8	0.1	-8.6	0.0	-4.4
COc1ccccc1S(=O)Cc1ccc(C(=O)O)o1 (stereo unspecified)	-2.3	-0.8	2.9	2.7	0.7	-0.5	-1.6	7.6	4.4	0.3	-0.1
CCn1cc([N+](=O)[O-])c(=O)c2cc(F)c(N3CCOCC3)cc21	-1.6	0.6	1.0	1.0	-0.3	0.9	-1.6	5.0	0.6	0.3	3.1
COc1cc(NC(=O)CSc2nc3ccccc3c(=O)n2C)ccc1NC(=O)c1ccco1	-1.1	-1.9	-3.8	0.3	0.2	-2.0	-1.8	3.1	-1.9	-1.2	0.9
COc1ccccc1NS(=O)(=O)c1cccc(C(=O)NN)c1	-1.0	-0.1	-2.2	10.6	1.3	1.8	-0.9	0.8	-5.6	-0.3	-0.9
CCC(C)NC(=O)c1cc(-c2ccc(OC)cc2)on1 (stereo unspecified)	3.0	-0.1	1.1	-0.6	1.3	1.8	-1.2	4.9	2.8	2.2	11.1*
CCOC(=O)c1sc(NC(=O)/C=C/c2c(F)cccc2Cl)nc1C	1.4	-0.8	-3.0	-1.9	0.7	-0.5	-0.1	-6.9	-3.6	0.2	-0.3
CCOC(=O)C1=C(NC(=S)NC(=O)c2ccccc2)c2ccccc2CC1C(C)C (stereo unspecified)	0.4	0.2	-4.7	-1.4	-2.7	-3.9	-0.5	3.5	1.2	-0.3	-6.2
COc1ccc(-c2cc(C(=O)Nc3sc4c(c3C#N)CCCC4)c3ccccc3n2)cc1OC	0.2	-0.2	-1.4	0.6	0.4	-2.1	-0.8	-3.1	-1.0	-0.2	-2.0
COC(=O)C1=C(CCc2ccccc2)NC(=O)NC1c1ccc(Br)cc1 (stereo unspecified)	-0.1	0.7	-1.8	-5.1	0.8	-1.8	-1.7	-2.5	-3.0	-0.1	-2.1
CCN(CC(=O)Nc1c(F)cccc1F)C(=O)Cc1ccsc1	-0.9	-0.1	-2.8	-0.8	-0.2	1.3	-1.3	3.3	6.6	1.2	2.1
COc1cccc(C(=O)NNc2c3ccccc3nc3ccccc23)c1	3.3	2.0	-1.9	11.0	-1.5	1.0	-1.1	4.3	11.7	-0.1	-1.1
Cc1ccc(CNC(=O)Cn2cccc2C(=O)c2ccccc2)cc1	-0.2	-0.3	1.1	-2.4	0.4	0.9	-0.5	3.1	-1.9	0.4	3.8
O=C(CCn1c(=O)[nH]c2ccsc2c1=O)N1CCN(c2ccc([N+](=O)[O-])cc2)CC1	0.4	0.2	-1.3	-6.4	-0.2	-1.2	-1.1	-7.9	-2.4	-0.3	1.5
Cn1cc(-c2nnc(-c3ccccc3)o2)c2ccccc21	7.9*	-7.5	13.1*	-2.1	4.1	1.7	1.3*	-8.5	4.5	3.4	17.0*
Clc1ccc2c(c1)C(N1CCNCC1)=Nc1ccccc1O2	-0.6	0.0	-3.7	-33.4	0.3	1.2	-1.4	-20.2	8.1	-1.1	-1.2
O=C(O)C(Cc1ccc(OS(=O)(=O)Cc2ccccc2)cc1)NS(=O)(=O)Cc1ccccc1 (stereo unspecified)	1.2	0.1	-3.9	-1.1	0.0	4.2	-0.9	-1.4	-11.8	-0.8	1.8
O=C(COC(=O)c1ccc(S(=O)(=O)N2CCCC2)cc1)NCc1ccc(Cl)cc1	-1.3	0.4	-2.2	-3.8	1.4	0.7	-0.9	5.6	-3.1	-0.9	-0.1
COc1ccc(S[C@]2(C(=O)N(C)C)CC(=O)N(C(=O)Nc3ccc(C)c(Cl)c3)[C@@H]2c2ccc(OC)cc2)cc1	-1.9	-0.4	-5.2	2.3	.	.	-0.2	6.9	-0.1	-1.5	0.6
Cc1ccc(-c2ccc(=O)n(Cc3c(F)cccc3Cl)n2)cc1	-2.1	-0.2	1.6	-5.5	0.1	2.3	-1.3	-7.1	-3.2	-0.2	-1.9
COc1cc2cc(CN(Cc3nnnn3Cc3ccco3)C3CCCCC3)c(=O)[nH]c2cc1OC	-0.4	12.8*	1.2	2.4	0.8	-3.2	-0.5	-9.0	-11.3	-0.1	-0.8
Cc1ccc(Cl)cc1NC(=O)C1C2CCC(O2)C1C(=O)O (stereo unspecified)	5.2	-0.2	4.1	0.2	1.1	1.4	-1.3	3.8	-3.3	0.0	-1.8
CCOC(=O)NC(=O)/C(C#N)=N/Nc1ccc(F)cc1	0.0	-0.1	0.7	0.0	-0.1	0.6	-0.8	3.7	1.4	1.0	1.4
Cc1nn(CC(=O)NCc2ccccc2F)c(C)c1[N+](=O)[O-]	0.5	-0.4	1.6	7.5	0.1	-0.1	-0.7	3.4	0.2	0.3	-0.8

A draw from above in order of number of heavy atoms, smallest number first.
SMILES	hcDAF12 agonist	proKLK7 act	SMARCA2 act	GC-A act	DAX1 inh-1	FXN GAA850 act	ssDAF-12 act	GC-B act	sPLA2-III inh	DAX1 inh-2	hgDAF12 agonist
Cc1ccc(Cl)cc1NC(=O)C1C2CCC(O2)C1C(=O)O (stereo unspecified)	5.2	-0.2	4.1	0.2	1.1	1.4	-1.3	3.8	-3.3	0.0	-1.8
Clc1ccc2c(c1)C(N1CCNCC1)=Nc1ccccc1O2	-0.6	0.0	-3.7	-33.4	0.3	1.2	-1.4	-20.2	8.1	-1.1	-1.2
Cc1ccc(-c2ccc(=O)n(Cc3c(F)cccc3Cl)n2)cc1	-2.1	-0.2	1.6	-5.5	0.1	2.3	-1.3	-7.1	-3.2	-0.2	-1.9
COc1ccc(S[C@]2(C(=O)N(C)C)CC(=O)N(C(=O)Nc3ccc(C)c(Cl)c3)[C@@H]2c2ccc(OC)cc2)cc1	-1.9	-0.4	-5.2	2.3	.	.	-0.2	6.9	-0.1	-1.5	0.6

Continuation.
SMILES	hcDAF12 agonist	proKLK7 act	SMARCA2 act	GC-A act	DAX1 inh-1	FXN GAA850 act	ssDAF-12 act	GC-B act	sPLA2-III inh	DAX1 inh-2	hgDAF12 agonist
Cc1cc(C(=O)CSc2nnc3ccccn23)c(C)n1-c1ccccc1	-2.8	0.0	-9.7	-0.7	-6.0	-11.9	-2.2	2.5	15.4	-1.1	-11.6
Cc1c(NC(=O)c2ccc(Br)o2)cccc1C(=O)O	1.9	-0.2	2.2	4.1	-0.1	2.2	-0.5	3.6	3.3	1.9	6.1
Cc1occc1C(=O)NC(C)c1ccc2c(c1)OCO2 (stereo unspecified)	-1.0	-0.1	-0.6	-4.8	0.4	-1.5	-1.4	-1.4	6.7	-0.2	-0.5
C/C(=N\NC(=O)c1ccn(C)n1)c1ccc(NC(=O)c2cccc(F)c2)cc1	1.6	-0.5	2.2	-0.5	0.5	4.5	0.2	1.4	-2.0	8.4*	8.8
COC(=O)c1ccccc1NC(=O)CCS(=O)(=O)c1ccc(Br)cc1	0.4	-0.3	-0.2	-7.4	-0.6	-1.4	-1.5	-3.2	-5.0	-0.4	-0.7
CCNC(=O)COc1ncnc2scc(-c3ccc(F)cc3)c12	-0.4	0.4	-1.0	-1.0	1.4	0.7	-2.1	-2.8	-1.1	0.8	0.0
COc1ccc(-n2c(SCC(=O)Nc3cccc(C(=O)O)c3)nnc2-c2ccco2)cc1	0.6	0.7	-1.0	-2.4	1.6	1.5	-0.7	0.9	-9.7	-0.1	3.2
CCOC(=O)c1cc2sccc2n1Cc1ccc(C#N)cc1	-2.2	0.3	-1.9	-2.3	-0.7	3.2	-0.9	-5.7	-16.4	-0.5	1.2
Oc1ccc(CCc2ccccc2)c2cccnc12	-3.2	.	.	6.4	.	.	-2.5	-3.8	25.9*	.	-5.0
COc1ccc(CCN2C(=O)NC(NS(=O)(=O)c3ccc(NC(C)=O)cc3)(C(F)(F)F)C2=O)cc1OC (stereo unspecified)	-1.2	0.2	-3.1	-3.3	0.1	-0.1	-1.1	-0.1	0.3	-0.1	-1.9
Nc1cc(-c2ccc(Cl)cc2)nn1-c1ccccc1	1.8	-0.3	-0.3	13.3	1.5	4.9	-1.2	-4.2	-3.0	1.4	9.4
CCOc1cc(CNc2ccccc2)cc(Br)c1OCc1ccccc1F	-1.6	0.0	-2.6	1.1	-0.7	-0.2	-1.9	2.6	-18.4	-0.8	-0.1
CC(Oc1cccnc1[N+](=O)[O-])C(=O)Nc1ccc(Cl)cn1 (stereo unspecified)	-0.8	0.3	2.6	0.1	1.1	-1.4	-1.3	2.9	0.3	2.6	0.3
